mcGAS lum = inhibitors of mouse cGAS; inhibition, % at 12.5 µM; recombinant cGAS, Kinase-Glo ATP depletion luminescence; hit rate 0.15% among 160,000; Q8C6L5;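 note: 0% = negative control wells and 100% = reference inhibitor with no enzyme activity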
hcGAS lum = human cGAS inhibition; inhibition, % at 12.5 µM; hit rate 0.081% among 290,000; recombinant h-cGAS, ATP depletion, Kinase-Glo luminescence;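 note: 0% = vehicle reaction and 100% = reaction without DNA for no activity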
Target sequence (Q8N884 whole entry, looked up): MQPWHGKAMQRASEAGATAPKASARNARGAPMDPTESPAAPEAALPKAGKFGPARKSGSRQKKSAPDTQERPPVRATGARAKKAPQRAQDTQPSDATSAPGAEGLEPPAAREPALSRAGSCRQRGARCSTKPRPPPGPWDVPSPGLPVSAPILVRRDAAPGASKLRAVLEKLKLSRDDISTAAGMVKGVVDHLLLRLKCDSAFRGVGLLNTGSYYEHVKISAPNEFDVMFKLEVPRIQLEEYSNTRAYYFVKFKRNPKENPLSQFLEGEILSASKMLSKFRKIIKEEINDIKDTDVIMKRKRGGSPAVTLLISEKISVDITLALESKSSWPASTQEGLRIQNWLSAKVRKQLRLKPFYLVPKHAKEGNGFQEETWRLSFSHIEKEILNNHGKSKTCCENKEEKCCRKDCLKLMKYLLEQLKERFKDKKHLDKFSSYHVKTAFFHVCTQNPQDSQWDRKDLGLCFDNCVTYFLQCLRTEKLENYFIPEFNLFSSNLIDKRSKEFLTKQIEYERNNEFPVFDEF
NPYLR7 agonist = mosquito NPYLR7 agonism; HEK293T NPYLR7/Galpha15, GCaMP6s calcium fluorescence; activation, % at 10 µM; hit rate 0.15% among 270,000; AID 1259423; in the data active = activation above about 40%;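 note: 0% = vehicle and 100% = reference agonist at the receptor; some compounds past the cut are filed as inactive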
Numbers without * were called inactive; . = no result given; & = joins results of further samples. Cut-off read from the data, not from the text of the source, unless noted: active = inhibition above about 40%; inactive = the rest.

Below each compound: mcGAS lum	hcGAS lum	NPYLR7 agonist
- Cc1nc(NCCN(C)C)c2sc3nc4c(cc3c2n1)COC(C)(C)C4
→ -3	-1	7
- COc1ccc(CN(C)c2nccs2)c(OC)c1OC
→ -9	-10	1
- CC(NS(=O)(=O)c1ccc(Cl)c(C(F)(F)F)c1)C1CC2CCC1C2 (centres undefined)
→ .	3	3
- CCCNC(=O)C1(C)CCN(Cc2cccc3c2OCO3)C1 (centres undefined)
→ .	-9	1
- CC(C)NC(=O)c1ccc(-c2ccc([N+](=O)[O-])cc2)o1
→ .	-6	0
- N#Cc1ccc(-c2nc(CCl)co2)cc1
→ .	-1	17
- CCN(CC)C(=O)CSc1ncc(CO)n1Cc1ccccc1
→ -5	-3	0
- COc1cc2nc(CN3CCN(Cc4ccc(C(C)C)cc4)CC3)[nH]c(=O)c2cc1OC
→ .	3	-1
- O=C(c1ncn[nH]1)N(Cc1cccc(Cl)c1)C1CC1
→ .	-7	5
- Cc1ccc(Nc2nc(NCC3CCCO3)nc3c2cnn3-c2ccccc2)cc1 (centres undefined)
→ -8	-4	2
- O=C(c1ccc(OC2CCN(Cc3ccccn3)CC2)cc1)N1CCN(C2CCCC2)CC1
→ .	-1	16
- CN(Cc1ccc(N2CCOCC2)cc1)S(=O)(=O)c1ccccc1Cl
→ -6	-3	-5
- CC(C)(C)NC(=O)NCC(c1ccsc1)N1CCOCC1 (centres undefined)
→ -1	-2	-11
- COc1ccc(CCN(C)C(=O)CC2CCC(C)CC2)cc1OC (centres undefined)
→ -5	-7	0
- COc1cccc(C(=O)N2CCSC23CCN(C(=O)c2cccc([N+](=O)[O-])c2)CC3)c1
→ -4	-3	-6
- O=C(CSc1nc2[nH]ncc2c(=O)[nH]1)Nc1ccc2c(c1)OCO2
→ .	-6	1
- Cc1ncc([N+](=O)[O-])n1CCOC(=O)c1ccc(F)cc1
→ -1	2	-1
- COCC(=O)Nc1ccc(N(C)C)c(CN(Cc2cccc(F)c2)C(=O)c2ccc(F)cc2)c1
→ -6	-2	5
- COc1cccc(CNC(=O)c2cc(Cl)ccc2OC2CCN(C3CCCC3)CC2)c1
→ -11	-7	.
- O=C(CCCn1cccn1)NCC1(c2cccc(Br)c2)CCCCC1
→ .	-7	9
- CCCS(=O)(=O)Nc1ccc(-n2c(C)nc3ccccc3c2=O)cc1C
→ .	-3	7
- c1coc(CNc2nc(-c3ccco3)nc3ccccc23)c1
→ -6	-5	-4
- COc1c(C)c(C(=O)c2ccc(N)c(C(=O)O)c2)n2ccccc12
→ 7	-5	-1
- Cc1nc(Cl)cc(NC(C)C2CC3CCC2C3)n1 (centres undefined)
→ -14	-8	-4
- O=C(CC12CC3CC(CC(C3)C1)C2)NCCn1nc(-c2ccccc2)ccc1=O
→ -10	-6	.
- Cc1nc(C)c(C(=O)N2C[C@H](N)C[C@H]2C(=O)NC(C)C)s1
→ .	6	-4
- CC(C)c1nc(CCNC(=O)c2ccc(C3CCNC3)cc2)cs1 (centres undefined)
→ .	-5	8
- CCCCc1c(-c2ccccc2)ncn1C(C)Cc1cnccn1 (centres undefined)
→ -12	-2	0
- O=C1CCCN1c1ccc(S(=O)(=O)Nc2cc(Cl)ccc2N2CCOCC2)cc1
→ -12	-6	0
- CC1=NCCN1S(=O)(=O)c1cc(Br)ccc1Br
→ -4	-9	1
- CCC1(O)CC(OC2CC(N(C)C)C(OC3CC(O)C(OC4CCC(=O)C(C)O4)C(C)O3)C(C)O2)c2c(cc3c(c2O)C(=O)c2c(O)cccc2C3=O)C1C(=O)OC (centres undefined)
→ .	79*	-10
- CC(=O)NC(Cc1ccccc1F)C(=O)N1CCOC(c2ccccc2)C1 (centres undefined)
→ .	-6	9
- CCN(CC)CCN(C(=O)c1cc(C)on1)c1nc2c(F)cc(F)cc2s1
→ -5	-8	4
- Cc1ccc(-c2c(-c3ccccc3)ncn2CCCN2CCOCC2)o1
→ -13	-2	29
- C[C@@H]1CN(C(=O)CCc2cnn(C)c2)C[C@@]1(O)C1CCC1
→ -6	-14	.
- Cc1cc(NC(=O)c2cccs2)n(-c2nc(-c3cccs3)cs2)n1
→ -9	-4	-8
- O=CNNC(=O)COc1cccc2ccccc12
→ -6	-5	11
- O=C(c1cccc(S(=O)(=O)Nc2ccc3c(c2)OCO3)c1)N1CCCC2CCCCC21 (centres undefined)
→ .	-12	3
- COc1ccc(-c2c(C#N)c(N)nc3sc(C(=O)c4ccc(C)cc4)c(N)c23)cc1OC
→ -5	-6	-4
- CCCCn1c(N)c(N(CCC(C)C)C(=O)C2CCCO2)c(=O)[nH]c1=O (centres undefined)
→ .	-5	2
- CCC(=O)Nc1ccccc1C(=O)C(=O)N1CCC2(CCOCC2)CC1
→ .	-8	10
- O=C(NCc1cccs1)NCc1nnnn1C1CCCCC1
→ .	-16	2
- O=C(NCc1ccc(-c2ccccc2)cc1)c1ccccc1N1CCC(NC(=O)C2CCCCC2)CC1
→ .	-2	-1
- O=C(c1ccc(Oc2ccc(Cl)cc2)c(F)c1)N1CCC(O)CC1
→ -10	-5&-13	6&-5
- CCCc1cnc(C)nc1N1CCC(CC2CCCCO2)(C(=O)O)CC1 (centres undefined)
→ -4	-10	.

Profiles, quoted from the list. Screens in order: mcGAS lum	hcGAS lum	NPYLR7 agonist
CCC(=O)Nc1ccccc1C(=O)C(=O)N1CCC2(CCOCC2)CC1 reads .	-8	10
CCN(CC)CCN(C(=O)c1cc(C)on1)c1nc2c(F)cc(F)cc2s1 reads -5	-8	4
CCCc1cnc(C)nc1N1CCC(CC2CCCCO2)(C(=O)O)CC1 (centres undefined) reads -4	-10	.

In another format: 2 of the compounds above
| canonical_smiles | mcGAS lum | hcGAS lum | NPYLR7 agonist |
| --- | --- | --- | --- |
| Cc1ncc([N+](=O)[O-])n1CCOC(=O)c1ccc(F)cc1 | -1 | 2 | -1 |
| COCC(=O)Nc1ccc(N(C)C)c(CN(Cc2cccc(F)c2)C(=O)c2ccc(F)cc2)c1 | -6 | -2 | 5 |

Remaining list, next part
Below each compound: mcGAS lum	hcGAS lum	NPYLR7 agonist
- Cc1cc(C)c2sc(N(Cc3cccnc3)C(=O)c3ccc(C#N)cc3)nc2c1
→ -8	-7	-7
- COc1cccc(C2=N/C(=C\C=C\c3ccccc3)C(=O)O2)c1
→ .	-3	-4
- CC1CCCC(NC(=O)CN2CCN(S(=O)(=O)c3ccc(F)cc3)CC2)C1C (centres undefined)
→ -9	-1	2
- Clc1nnc(Cc2cccnc2)c2ccccc12
→ .	0	-3
- CNc1ccccc1C(=O)N1CCN(c2ccc3nnc(-c4ccco4)n3n2)CC1
→ .	-3	5
- CCC1C=CCN1C(=O)c1cnc(N2CCOCC2)nc1 (centres undefined)
→ .	-2	4
- CN1CCN(C(=O)C2(c3ccccc3F)CC2)CC1C(=O)O (centres undefined)
→ .	-6	7
- COc1ccc(-c2ccc(=O)n(CCNC(=O)Nc3cc(C)cc(C)c3)n2)cc1OC
→ 0	-1	2
- O=C(NC1CCc2ccccc21)c1cc(COc2ccc(-n3cncn3)cc2)on1 (centres undefined)
→ -3	-11	-5
- Cc1oc(-c2ccccc2)nc1CN(C)CC(=O)Nc1ccc(F)cc1
→ .	-13	19
- O=c1oc2ccccc2cc1-c1csc(Nc2ccc(Oc3ccc(Cl)cc3)cc2)n1
→ -7	-6	-5
- O=C(c1ccc2c(c1)OCO2)C1CCCN(Cc2ccc3cccc(F)c3n2)C1 (centres undefined)
→ -3	-2	2
- CCCCOc1ccc(-c2nc(C=Nc3nnc(CC)s3)c(O)o2)cc1
→ .	2	-3
- O=C1C2C3C=CC(C3)C2C(=O)N1c1nccs1 (centres undefined)
→ -3	1	-8
- O=C1Nc2ccc(Br)cc2C1=NN=C1CC(c2ccccc2)N=N1 (centres undefined)
→ .	-7	2

Quoted from the entries so far (three entries):
Below each compound: mcGAS lum	hcGAS lum	NPYLR7 agonist
- CCCCOc1ccc(-c2nc(C=Nc3nnc(CC)s3)c(O)o2)cc1
→ .	2	-3
- O=C1C2C3C=CC(C3)C2C(=O)N1c1nccs1 (centres undefined)
→ -3	1	-8
- O=C1Nc2ccc(Br)cc2C1=NN=C1CC(c2ccccc2)N=N1 (centres undefined)
→ .	-7	2

An excerpt from above in order of length of the SMILES, rising.
Below each compound: mcGAS lum	hcGAS lum	NPYLR7 agonist
- Cc1ccc(-c2c(-c3ccccc3)ncn2CCCN2CCOCC2)o1
→ -13	-2	29
- Cc1nc(NCCN(C)C)c2sc3nc4c(cc3c2n1)COC(C)(C)C4
→ -3	-1	7
- O=C(CC12CC3CC(CC(C3)C1)C2)NCCn1nc(-c2ccccc2)ccc1=O
→ -10	-6	.

(further entries)
Below each compound: mcGAS lum	hcGAS lum	NPYLR7 agonist
- CCCC(=O)N1CCN(c2cc(-n3nc(C)cc3C)nc(C)n2)CC1
→ -7	-3	-9
- O=C(c1ccco1)N1CCc2ccccc2C1c1ccccc1F (centres undefined)
→ 0	1	0
- COc1cccc(C2c3cccn3CCCN2Cc2ccccc2[N+](=O)[O-])c1 (centres undefined)
→ -4	-4	11
- CNC(=O)C(=O)N[C@H]1[C@H](O)C[C@@H]2C[C@H](c3ccccc3)OC[C@]21O
→ -9	2	7
- Cc1nc(CSCC(=O)NCC(C)N2CCc3sccc3C2)cs1 (centres undefined)
→ .	-5	1
- O=C(c1ccc(Cl)c(Cl)c1)N1CCC(CCc2ccccc2)CC1
→ -2	-3	5
- N#Cc1cccc(S(=O)(=O)NCCc2ccccn2)c1
→ .	-13	3
- COC(=O)c1nnn(-c2cccc(Cl)c2C)c1C(=O)OC
→ -8	-8	6
- CC(C)Cc1nc(CCn2c(=O)[nH]c3ccccc32)n[nH]1
→ .	-7	22
- CCOc1cccc2cc(C(=O)NC(C)=O)c(=Nc3ccc(C(C)=O)cc3)oc12
→ -3	-3	-17
- O=S(=O)(Nc1ccccc1F)c1cccc2nonc12
→ .	2	1
- O=[N+]([O-])c1ccc(S(=O)(=O)NCCOc2ccc(-c3ccccc3)nn2)cc1
→ -8	-5	-6
- CCN1CCN(c2nc(Nc3ccccc3C)c3cnn(-c4ccccc4)c3n2)CC1
→ -5	-1	-1
- Cc1ccc(C(=O)N2CCCC(c3ccccc3)C2)c(=O)[nH]1 (centres undefined)
→ -11	-7	-2
- C=CCN1C(=O)NC(c2cccc(Cl)c2)C2=C1CN(CC(=O)NCc1ccco1)C2=O (centres undefined)
→ -2	-4	3
- CCN(CC)CCN1CCN(c2cncc(-c3cccc(N)c3)n2)CC1
→ -1	-4	14
- C=CCN1C(=O)NC(c2ccsc2)C(C(=O)OCC)=C1CN1CCN(C(=O)C2CC2)CC1 (centres undefined)
→ -5	-4	.
- O=C(CCc1cc(=O)[nH]o1)NCc1cccnc1N1CCc2ccccc2C1
→ -11	-9	.
- CC(C)c1ccc(-n2c(=O)c3ccccc3n(CC(=O)NCCN3CCOCC3)c2=O)cc1
→ 1	1	-6
- Cc1nc(C(C)N(C)Cc2cnc(N3CCCC3)nc2)c(C)s1 (centres undefined)
→ -15	-1	2
- Nc1nc(Cl)cc(N2CCOc3ccccc3C2)n1
→ .	-5	9
- Cc1ccc(F)cc1C(=O)N1CCN(c2nc3nccc(-c4ccc(C(C)(C)C)cc4)n3n2)CC1
→ 3	4	4
- Cc1cn(S(=O)(=O)c2ccc(F)cc2)cn1
→ -3	-3	0
- O=C(c1ccco1)N(Cc1ccc2c(c1)OCO2)Cc1cc(Cl)ccc1OCc1nc(CO)cs1
→ -5	-7	-2
- c1ccc(-c2nccc3n[nH]c(C4CCCCC4)c23)cc1
→ -3	-1	5
- O=C(c1csc(CSc2nnc(-c3ccco3)n2-c2ccc(F)cc2)n1)N1CCN(Cc2ccc3c(c2)OCO3)CC1
→ -5	-8	-15
- FC(F)(F)Oc1cccc(Oc2ccc3c(-c4ccccn4)noc3n2)c1
→ -7	-10	1
- CC(=O)N1CCc2c(nc(-c3ccncc3)nc2NCc2cc(C)[nH]n2)C1
→ -2	2	-6
- Cc1nc(SCc2nc3ccccc3s2)c2ccccc2n1
→ .	-6	8
- COc1ccc(-c2noc(CN3CCc4c(Cl)cccc4C3)n2)c(OC)c1OC
→ .	-4	19
- CCCn1c(SCc2cc3c(cc2Br)OCO3)n[nH]c1=O
→ .	-8	9
- Cc1n[nH]c(C)c1CCN(C)CC1(O)CCCNC1 (centres undefined)
→ -6	-15	.
- CCCN(CC(=O)N(CCc1c[nH]c2ccccc12)Cc1ccc(C(F)(F)F)cc1)C(=O)c1ccc(Cl)cc1
→ -4	-7	21
- CCCCC(CC)COCCCNC(=O)c1cncn1-c1cccc(-c2cccc3c2sc2ccccc23)c1 (centres undefined)
→ -8	-5	15
- O=C(c1cccc(SC(F)F)c1)N1CCC(c2ccccc2)CC1
→ .	-5	-4
- CC1CCC(N2C(=O)C(O)=C(C(=O)C3CC3)C2c2ccc(C(=O)O)cc2)CC1 (centres undefined)
→ .	-9	11
- Cc1cccc(C(=O)N2CCN(c3ccc(-n4nc(C)c(C)c4C)nn3)CC2)c1
→ -10	-7	-5

Source: PubChem BioAssay (Fisher Drug Discovery Resource Center)

No enrichment for hits; overall some 0.27% were active at least once.
